# UBC13 inh = UBC13 polyubiquitin chain formation inhibitors, primary screen, biochemical, TR-FRET, uHTS; inhibition, % at 20 µM; Ubiquitin-conjugating enzyme E2 N (Homo sapiens), P61088; actives 0.47% (n = 330,000); in the data active = inhibition above about 45%, passing the limit was not always enough
# Target sequence (P61088 whole entry, looked up): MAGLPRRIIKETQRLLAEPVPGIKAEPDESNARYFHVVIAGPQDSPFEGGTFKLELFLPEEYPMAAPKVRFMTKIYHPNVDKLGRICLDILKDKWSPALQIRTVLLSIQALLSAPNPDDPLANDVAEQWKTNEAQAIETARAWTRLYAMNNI
# CCR6 antag = CCR6 receptor antagonists, primary screen, cell-based, CHO-K1, luminescence, beta-arrestin, uHTS; C-C chemokine receptor type 6 (Homo sapiens), P51684; CHO-K1 CCR6 PathHunter beta-arrestin, CCL20-stimulated; inhibition, % at 20 µM; actives 0.49% (n = 340,000);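 active = compounds whose inhibition of the agonist-driven luminescence signal at 20 µM reaches about 50%, limit read from the data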;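 note: cells stimulated with CCL20 at 14 nM final; plate controls were DMSO with CCL20 for no effect and DMSO without agonist for full effect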
# CXCR6 block = CXCR6 receptor inhibitors, primary screen, cell-based, beta-arrestin, luminescence, CHO-K1 PathHunter, 1536-well | C-X-C chemokine receptor type 6 (Homo sapiens), O00574 | inhibition, % at 20 µM | actives 0.36% (n = 360,000) | AID 602244, 2012; in the data active = inhibition above about 34%, passing the limit was not always enough;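 note: antagonist mode with CXCL16 agonist at 10 nM final; 0% = 10 nM CXCL16 with DMSO and 100% = unstimulated wells without agonist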
# EBI2 block = EBI2 receptor antagonists, beta-arrestin recruitment, primary screen, cell-based, luminescence, 7a,25-OHC stimulation, uHTS; 7a,25-OHC stimulated; actives 0.81% (n = 360,000); inhibition, % at 5 µM; G-protein coupled receptor 183 (Homo sapiens), P32249; in the data active = inhibition above about 38%;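 note: enzyme fragment complementation signal reports receptor beta-arrestin coupling in cells; 0% = agonist plus DMSO wells and 100% = wells without agonist; some results beyond the cut were filed as inactive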
# Target sequence (P32249 whole entry, looked up, the tested form may be a part): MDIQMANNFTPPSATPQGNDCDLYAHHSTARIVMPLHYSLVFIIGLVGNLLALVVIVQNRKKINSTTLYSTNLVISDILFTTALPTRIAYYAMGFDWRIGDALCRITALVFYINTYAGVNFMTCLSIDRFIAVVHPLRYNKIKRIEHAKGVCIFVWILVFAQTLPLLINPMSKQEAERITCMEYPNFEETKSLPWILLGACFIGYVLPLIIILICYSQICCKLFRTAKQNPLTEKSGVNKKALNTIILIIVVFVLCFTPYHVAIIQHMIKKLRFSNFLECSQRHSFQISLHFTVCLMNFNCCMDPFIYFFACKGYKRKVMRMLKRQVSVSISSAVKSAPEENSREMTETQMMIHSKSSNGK
# Gli-Sufu block = Gli-Sufu pathway antagonists, primary screen, luciferase luminescence, Sufu-KO-LIGHT cells, uHTS; Sufu-KO-LIGHT fibroblasts, Gli luciferase reporter luminescence; inhibition, % at 5 µM; actives 0.74% (n = 340,000);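 active = inhibition above about 55%, limit read from the data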;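 note: 0% = DMSO-treated cells and 100% = wells with medium but no cells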
# APJ antagonist = antagonists of human apelin receptor APJ, primary screen, CHO-K1 cells, beta-arrestin complementation, luminescence; P35414; inhibition, % at 20 µM; actives 0.32% (n = 330,000); AID 2521, 2010;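 active = inhibition above about 40% at 20 µM, limit read from the data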;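 note: cells challenged with 10 nM apelin-13 agonist together with compound; plate controls were apelin-13 plus DMSO wells for no effect and DMSO wells lacking apelin-13 for full effect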
# Target sequence (P35414 whole entry, looked up): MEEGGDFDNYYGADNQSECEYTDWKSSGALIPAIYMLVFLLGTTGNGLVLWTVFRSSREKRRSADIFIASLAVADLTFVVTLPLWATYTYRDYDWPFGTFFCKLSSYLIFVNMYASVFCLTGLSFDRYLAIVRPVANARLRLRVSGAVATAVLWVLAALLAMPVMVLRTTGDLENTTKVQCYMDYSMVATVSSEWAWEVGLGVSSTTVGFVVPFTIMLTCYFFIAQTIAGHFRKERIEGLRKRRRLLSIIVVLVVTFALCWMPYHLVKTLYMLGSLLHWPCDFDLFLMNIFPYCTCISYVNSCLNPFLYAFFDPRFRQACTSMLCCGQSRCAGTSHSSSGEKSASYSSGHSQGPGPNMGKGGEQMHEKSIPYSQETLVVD
# APJ agonist = agonists of human apelin receptor APJ, primary screen, CHO-K1 cells, PathHunter beta-arrestin, luminescence. activation, % at 20 µM. P35414. 0% DMSO wells, 100% apelin. actives 0.11% (n = 330,000);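 active = activation more than six SD over the plate average, tested at 20 µM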;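 note: 0% = DMSO alone and 100% = apelin-13 at 10 nM; some results filed as inactive read as strong as hits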
#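 Test system: CHO-K1 APJ beta-arrestin complementation cell line | Compound: Single test compound dose, 20 µM final, 1% DMSO | Incubation: Compound 90 min 25 °C, reagent 1 h | Measured by: beta-gal luminescence | Read-out basis: APJ–arrestin association signal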
# ATG4B inh = ATG4B protease inhibitors, primary screen, biochemical, fluorescence, uHTS | actives 0.51% (n = 340,000) | inhibition, % at 8.33 µM | Cysteine protease ATG4B (Homo sapiens), Q9Y4P1 | AID 504462, 2011 | ATG4B cleavage of LC3-PLA2, NBD-HPC fluorescence, 1 h; in the data active = inhibition above about 40%
# * marks the source's active call; other numbers are inactive results; nt = no result given.
SMILES,UBC13 inh,CCR6 antag,CXCR6 block,EBI2 block,Gli-Sufu block,APJ antagonist,APJ agonist,ATG4B inh
Cc1ccc(NC(=O)CCC(=O)O)cc1F,9,12,-8,-9,-2,-3,-6,-6
CCc1ccc(/C(C)=N\Nc2ccc([N+](=O)[O-])cc2)cc1,-96,19,2,13,-27,2,-2,-12
CC1CCCC(C)N1C(=O)COC(=O)c1ccc(F)c(S(=O)(=O)N2CCOCC2)c1 (configuration not stated),-4,15,-2,-5,-1,20,-2,2
CCOC(=O)Cc1csc(NS(=O)(=O)c2ccc(NC(C)=O)cc2)n1,1,7,-1,5,-49,7,-1,2
COCCN1CN(S(=O)(=O)c2cccc(Cl)c2)c2nc3ccccc3nc21,9,2,-4,12,-8,14,-2,-3
CC(C)CNC(=S)N1CCN(Cc2ccc3c(c2)OCO3)CC1,5,17,2,-9,7,-25,-2,3
Cc1csc(NC(=O)CSc2nnc(CCNC(=O)c3cccs3)n2C)n1,-14,2,0,-8,22,7,-1,4
Cn1c(NC(=O)c2ccc(Cl)cc2)cc(=O)n(C)c1=O,-26,8,-2,-2,-8,1,-2,-3
CCCCNC(=O)c1onc(CSc2cccc(OCC)c2)c1C(=O)O,-21,10,-5,-7,27,-12,8,1
COc1cccc(CN(C)C(=O)CCNC(=O)c2ccc(Br)cc2)c1,1,5,9,14,-2,-14,5,-5
Cc1ccc(C(C)NC(=O)C2CCCO2)cc1C (configuration not stated),-1,13,10,1,-9,3,-3,-5
CN(Cc1ccccc1)C(=C(Cl)Cl)C(=C1NCCN1)[N+](=O)[O-],-8,4,8,1,1,5,1,-7
CCn1c(SCC(=O)c2cc(OC)ccc2OC)nnc1C(C)C,-5,8,-1,-3,-7,7,-1,16
CCCn1cnc2c(SCc3ccccc3F)nc(N)nc21,nt,-1,-4,-7,-35,nt,nt,6
COc1ccc(C(=O)NCC(=O)OCC(=O)NCc2ccco2)cc1,7,4,-3,-11,-1,14,-2,-5
CCOCCCNC(=O)C(c1ccccc1)N(Cc1cccs1)C(=O)c1ccccc1O (configuration not stated),-1,5,-5,-1,25,-42,0,2
Cc1ccc(OCC(=O)NC(=S)Nc2ccc3c4c(cccc24)CC3)cc1,-10,13,12,-13,-8,8,-1,-5
O=C(CCS(=O)(=O)c1ccccc1)Nc1ccc(S(=O)(=O)Nc2nccs2)cc1,-6,3,10,-6,8,-1,-3,-2
CCc1ccc(NCc2ccc(OC)c(Cn3ccnc3)c2)cc1,5,9,-17,0,3,3,-1,-3
CC1(C)C(c2cccs2)=[N+]([O-])C2(CCCCC/C2=N\NC(N)=S)N1O (configuration not stated),0,14,2,1,11,-14,2,-4
CCCS(=O)(=O)N1CCC(Cc2ccc(OC)cc2)(C(=O)OCC)CC1,3,5,10,7,0,-2,-4,2
CCCn1cc(CN2CCC(N3CCC(C(=O)N4CCOCC4)CC3)CC2)c(C)n1,-16,-6,-2,-5,-8,10,-1,2
S=C(Nc1ccccc1)Nc1nc2ccccc2n1CCOc1ccccc1,13,29,-5,32,0,21,-5,1
CCn1c(SCc2nc(-c3ccc(Cl)cc3)no2)nnc1-c1ccco1,-2,11,0,14,-2,-16,5,-13
CCCCC(=O)Nc1c(-c2cccc(OC)c2)c(=O)c2ccccc2n1C,4,7,-12,-7,3,-8,-3,0
COCC(=O)Nc1ccc(S(=O)(=O)N2CCCC2)cc1,-1,-4,1,-8,17,10,0,8
CCOC(=O)c1c(Cc2ccccc2)c[nH]c1C,11,-4,9,-5,-38,6,-4,-3
Cc1ccc(OCCNC(=O)c2cc(C(=O)NCCOc3ccc(C)cc3)cc([N+](=O)[O-])c2)cc1,-26,2,4,47*,-4,-21,2,0
COc1ccc(C(=O)NC(C(=O)NCCc2ccc3c(c2)OCCO3)C(C)C)cc1 (configuration not stated),17,13,-1,-7,-5,4,-3,0
O=C(Cn1c(CO)nc2ccccc21)NCc1ccc2c(c1)OCO2,8,-1,-2,-18,3,-2,-3,-1
Cc1cc(NC(=O)CCc2ccc(S(=O)(=O)N3CCOCC3)cc2)n(-c2ccccc2)n1,-5,1,-2,-4,-2,-11,-2,9
COc1ccc(CC(=O)Nc2c(C(=O)N3CCN(c4ccccc4)CC3)oc3ccccc23)cc1OC,6,25,12,10,7,1,-3,-12
CN(CC(=O)Nc1ccc(Cl)c(C(F)(F)F)c1)C(=O)Cc1ccsc1,-5,10,-9,-6,12,9,10,-7
Cc1nn(C)c(C)c1S(=O)(=O)N(CC(=O)Nc1ccc2c(c1)OCO2)c1ccc(C(C)C)cc1,-2,13,-7,-7,4,8,-4,-2
COc1ccc(NC(=O)c2cc(-c3cc(Cl)ccc3O)n[nH]2)c(OC)c1,3,-1,0,3,4,0,-5,-1
COc1ccc(CC(=O)Nc2ccccc2C(=O)N2CCOCC2)cc1,-12,-10,-1,-5,2,-12,0,-3
CNS(=O)(=O)c1ccc(Cl)nc1,4,-13,4,-20,3,5,-1,2
S=C(c1ccc(Cl)cc1)N1CCN(Cc2ccccc2)CC1,5,14,13,19,13,11,-3,-9
C#CCOc1ccc(Br)cc1/C=N/O,1,-2,-6,-4,5,1,-2,9
CC(=O)Nc1cc(NC(C)=O)cc(C(=O)NC(C)(C)C)c1,-1,-3,0,8,4,-2,5,0
COC(=O)CC1COc2ccccc2N1C(=O)c1ccc(Cl)cc1 (configuration not stated),7,-2,-3,4,8,18,-3,-8
CC(=O)Oc1cc2cccc(OC(C)=O)c(=O)c2c(OC(C)=O)c1OC(C)=O,-18,17,-1,-4,12,-83,-2,-26
COc1ccc2c(c1)[C@H]1[C@H](CO2)[C@H](c2ccccc2)[C@]2(C)C(=O)Nc3ccccc3C(=O)N12,-3,-2,-1,-11,29,12,2,-10
COc1ccc(CCN=C(C)C2=C(O)C(c3ccccc3)OC2=O)cc1OC (configuration not stated),3,8,-6,5,-2,6,-2,4
CCOC(=O)N1CCN(C(=O)CSCc2ccccc2Cl)CC1,-2,9,2,-8,-27,5,-4,-2
COC(=O)c1ccc(COc2cccc(C)c2C)cc1,7,15,-4,4,-36,0,-5,0
[O-][n+]1onc2c1CCc1nnccc1-2,1,-4,-5,1,5,15,-6,-5
CCSc1ncccc1C(=O)N[C@@H](CCSC)C(=O)OC,5,1,-2,-8,-3,15,-1,0

# Ordered by molar mass (ascending): 15 of the compounds above
SMILES,UBC13 inh,CCR6 antag,CXCR6 block,EBI2 block,Gli-Sufu block,APJ antagonist,APJ agonist,ATG4B inh
[O-][n+]1onc2c1CCc1nnccc1-2,1,-4,-5,1,5,15,-6,-5
CNS(=O)(=O)c1ccc(Cl)nc1,4,-13,4,-20,3,5,-1,2
COC(=O)c1ccc(COc2cccc(C)c2C)cc1,7,15,-4,4,-36,0,-5,0
CCSc1ncccc1C(=O)N[C@@H](CCSC)C(=O)OC,5,1,-2,-8,-3,15,-1,0
S=C(c1ccc(Cl)cc1)N1CCN(Cc2ccccc2)CC1,5,14,13,19,13,11,-3,-9
COC(=O)CC1COc2ccccc2N1C(=O)c1ccc(Cl)cc1 (configuration not stated),7,-2,-3,4,8,18,-3,-8
COc1ccc(CC(=O)Nc2ccccc2C(=O)N2CCOCC2)cc1,-12,-10,-1,-5,2,-12,0,-3
CCOC(=O)N1CCN(C(=O)CSCc2ccccc2Cl)CC1,-2,9,2,-8,-27,5,-4,-2
COc1ccc(NC(=O)c2cc(-c3cc(Cl)ccc3O)n[nH]2)c(OC)c1,3,-1,0,3,4,0,-5,-1
CC(=O)Oc1cc2cccc(OC(C)=O)c(=O)c2c(OC(C)=O)c1OC(C)=O,-18,17,-1,-4,12,-83,-2,-26
CN(CC(=O)Nc1ccc(Cl)c(C(F)(F)F)c1)C(=O)Cc1ccsc1,-5,10,-9,-6,12,9,10,-7
COc1ccc2c(c1)[C@H]1[C@H](CO2)[C@H](c2ccccc2)[C@]2(C)C(=O)Nc3ccccc3C(=O)N12,-3,-2,-1,-11,29,12,2,-10
Cc1cc(NC(=O)CCc2ccc(S(=O)(=O)N3CCOCC3)cc2)n(-c2ccccc2)n1,-5,1,-2,-4,-2,-11,-2,9
Cc1nn(C)c(C)c1S(=O)(=O)N(CC(=O)Nc1ccc2c(c1)OCO2)c1ccc(C(C)C)cc1,-2,13,-7,-7,4,8,-4,-2
COc1ccc(CC(=O)Nc2c(C(=O)N3CCN(c4ccccc4)CC3)oc3ccccc23)cc1OC,6,25,12,10,7,1,-3,-12

# Next compounds:
SMILES,UBC13 inh,CCR6 antag,CXCR6 block,EBI2 block,Gli-Sufu block,APJ antagonist,APJ agonist,ATG4B inh
COc1ccc(CN(CC(O)COCc2ccccc2)S(=O)(=O)c2ccccc2Br)cc1OC (configuration not stated),nt,29,-9,17,-17,nt,nt,9
CCOC(=O)c1[nH]c2ccccc2c1N=CN(CC)CC,1,11,8,0,4,10,4,-16
COc1ccc(-n2c(=S)[nH]c3cc(C(=O)Nc4ccc(F)cc4)ccc3c2=O)c(OC)c1,-1,8,2,0,-2,10,0,-14
COc1cccc(C(c2nnnn2C(C)(C)C)N2CCN(C3CCCCC3)CC2)c1OC (configuration not stated),nt,12,1,-5,23,nt,nt,0
CCN(C(=O)COC(=O)c1cccnc1Nc1cccc(C(F)(F)F)c1)C1CCS(=O)(=O)C1 (configuration not stated),11,12,-2,3,2,-1,-2,-7
Cc1cc(C)nc(/N=C2\NC(=O)CC(C(=O)O)N2c2ccc(Oc3ccccc3)cc2)n1 (configuration not stated),-9,15,-20,-9,2,-1,5,-10
Cc1ccc(C)c(S(=O)(=O)N2CCN(C(=O)Cc3ccc(S(=O)(=O)N4CCOCC4)s3)CC2)c1,-3,-4,-3,-6,7,-13,8,-2
CCOC(=O)Cc1csc(NC(=O)c2ccc3c(c2)OCO3)n1,3,10,4,1,-4,4,-2,-17
Cn1c(=O)[nH]c(=O)c2c1nc(N1CCN(CCO)CC1)n2CCSc1nc2ccccc2s1,-1,5,-5,4,-1,12,-4,-1
Cc1ccc(C(=O)NC(=S)Nc2cc(C(F)(F)F)ccc2Cl)cc1,1,39,18,2,12,21,-5,-1
CC(=O)c1ccc(OCC(O)CN2CCN(CCN3C(=O)c4cccc5cccc(c45)C3=O)CC2)cc1 (configuration not stated),96*,17,-9,8,19,-4,1,20
NC(=O)SC/C(=N\S(=O)(=O)c1ccccc1)Nc1ccccc1,-4,-6,4,3,-2,-17,-6,5
O=C(COc1ccc(Br)cc1Cl)NC1CCCCC1,-13,10,2,2,-70,-9,2,-8
Cn1c2c(c(=O)n(C)c1=O)[C@@]1(C(=O)Nc3ccccc31)C(C#N)=C(N)O2,7,-8,-41,-17,2,-31,7,-4

# Screening results (PubChem BioAssay)
